High-throughput results deposited in PubChem BioAssay by several laboratories.
INS promoter inh – TRM-6 insulin promoter activity inhibition; inhibition, % at 2 µM; AID 1273; actives 0.9% (n = 130,000); TRM-6 cells (human fetal islet line), insulin promoter-eGFP reporter, imaging; reporter expression induced with tamoxifen;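 active = inhibition above the mean plus 3 SD, with well images judged a real hit on visual review, cut at about 60% in these data, passing the limit was not always enough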
SDO1 yeast rescue – sdo1-depleted yeast growth rescue. S. cerevisiae sdo1-depleted JHY4D growth rescue, OD600 30 h; stronger effect = higher value; pdr5 snq2 efflux-pump mutant strain. z-score at 10 µM. actives 0.21% (n = 140,000). AID 817;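 active = z-score above 3 at both the 24 hr and the 30 hr optical density reads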;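 note: z-score against mean and SD of all compound wells on the same plate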
SDO1 yeast rescue Rescue 24 h – recorded beside SDO1 yeast rescue, whose call it bears; z-score; S. cerevisiae sdo1-depleted JHY4D growth rescue, OD600; measured here: growth rescue at 24 h;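 0 is the plate mean of compound wells and units are plate SD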
Active calls of the source: *; & = joins results of further samples. The order is random, and some 0.99% of all compounds hit somewhere here.

Start of the data: the first 2 entries as a preview:
Screening Cc1cccc(/N=C2/NC(=O)C(Cc3ccccc3)S2)n1 (stereo unspecified) returned INS promoter inh -17.
O=C(NCc1ccccc1)c1sc(=S)n2c1[nH]c(=O)c1ccccc12 was read as INS promoter inh -18, SDO1 yeast rescue -0.01&-1 and SDO1 yeast rescue Rescue 24 h 0.31&-0.33.

Main list, from the first entry:
Screening Cc1cccc(/N=C2/NC(=O)C(Cc3ccccc3)S2)n1 (stereo unspecified) returned INS promoter inh -17.
O=C(NCc1ccccc1)c1sc(=S)n2c1[nH]c(=O)c1ccccc12 was read as INS promoter inh -18, SDO1 yeast rescue -0.01&-1 and SDO1 yeast rescue Rescue 24 h 0.31&-0.33.
O=C(C1CCCCC1)N1CCC(c2nc3c(nnn3Cc3c(F)cccc3Cl)c(=O)[nH]2)CC1 was read as INS promoter inh -48, SDO1 yeast rescue 0.56 and SDO1 yeast rescue Rescue 24 h 0.49.
`COc1ccc(-c2nc(CSCC(=O)N3CCc4ccccc43)c(C)o2)cc1OC` gave INS promoter inh -257, SDO1 yeast rescue -1.6 and SDO1 yeast rescue Rescue 24 h -1.3.
`C/C(=N\NC(=O)c1ccc(C)cc1C)c1ccc2c(c1)Nc1ccccc1S2` gave INS promoter inh 44, SDO1 yeast rescue -0.16 and SDO1 yeast rescue Rescue 24 h 1.9.
For CC(C)n1c(O)c(N=NC(=O)Cc2csc(N3CCOCC3)n2)c2ccccc21 the results were INS promoter inh -33.
Screening Cc1cs/c(=N\N=C\c2cccc([N+](=O)[O-])c2)n1Cc1ccco1 returned SDO1 yeast rescue -0.91 and SDO1 yeast rescue Rescue 24 h -0.67.
For COc1cccc(Cn2cccc(NC(=O)Nc3ccccc3C)c2=O)c1 the results were INS promoter inh 48.
Screening COc1cc(/C=C(\C#N)c2nc3ccccc3n2C)cc(OC)c1O returned INS promoter inh -479.
Screening CCOC(=O)c1cn(-c2ccc(F)c(F)c2)c2c(F)c(F)c(F)c(F)c2c1=O returned SDO1 yeast rescue -0.05 and SDO1 yeast rescue Rescue 24 h -0.38.
For CCOC(=O)c1ccc(NC(=O)CSc2nnc(Cc3cccs3)n2C)cc1 the results were INS promoter inh 11, SDO1 yeast rescue 1 and SDO1 yeast rescue Rescue 24 h 1.4.
`CCCOc1ccc(CN(CCO)CCO)cc1[N+](=O)[O-]` gave INS promoter inh 20, SDO1 yeast rescue 0.83 and SDO1 yeast rescue Rescue 24 h 0.64.
`Cc1ccc(Cn2c(=O)cc(C(=O)O)c3ccccc32)cc1` gave SDO1 yeast rescue 0.28 and SDO1 yeast rescue Rescue 24 h -0.11.
Screening CCOC(=O)c1sc(-c2cccc([N+](=O)[O-])c2)cc1N returned INS promoter inh 7.
`CC(C)c1ccc(NC(=O)C(c2ccc3c(c2)OCO3)N2CCC3(CC2)OCCO3)cc1` (stereo unspecified) gave SDO1 yeast rescue -1.9 and SDO1 yeast rescue Rescue 24 h -1.1.
`Cc1ccccc1C(=O)NC(C)C(c1cccs1)N1CCOCC1` (stereo unspecified) gave SDO1 yeast rescue -0.72 and SDO1 yeast rescue Rescue 24 h -1.5.
`COc1cccc(-n2sc3c(c2=S)-c2cc(OC)ccc2NC3(C)C)c1` gave SDO1 yeast rescue -0.92 and SDO1 yeast rescue Rescue 24 h -0.33.
CNC(=O)C(NC(=O)Nc1ccc(C)cc1)C(C)(C)C (stereo unspecified) was read as INS promoter inh 35.
CCOc1cccc2cc(-c3cn4cc(C)ccc4n3)c(=O)oc12 was read as INS promoter inh 10, SDO1 yeast rescue -0.41 and SDO1 yeast rescue Rescue 24 h 1.6.
For COC(=O)c1c(C)c2c(C)cc3ccccn3c-2c1C(=O)OC the results were INS promoter inh -9, SDO1 yeast rescue 0.74 and SDO1 yeast rescue Rescue 24 h -0.38.

The final three records of the part before come first, to join the parts:
CNC(=O)C(NC(=O)Nc1ccc(C)cc1)C(C)(C)C (stereo unspecified) was read as INS promoter inh 35.
CCOc1cccc2cc(-c3cn4cc(C)ccc4n3)c(=O)oc12 was read as INS promoter inh 10, SDO1 yeast rescue -0.41 and SDO1 yeast rescue Rescue 24 h 1.6.
For COC(=O)c1c(C)c2c(C)cc3ccccn3c-2c1C(=O)OC the results were INS promoter inh -9, SDO1 yeast rescue 0.74 and SDO1 yeast rescue Rescue 24 h -0.38.
`O=C1c2cccnc2C(=O)N1Cc1ccco1` gave INS promoter inh 22, SDO1 yeast rescue 1 and SDO1 yeast rescue Rescue 24 h 0.76.
CC(Sc1nc2ccccc2s1)C(=O)NC1CCCc2ccccc21 (stereo unspecified) was read as SDO1 yeast rescue -1.5 and SDO1 yeast rescue Rescue 24 h -2.
`CCN(CC)c1ccc(NC(=O)Nc2ccccc2C(F)(F)F)cc1` gave INS promoter inh -65, SDO1 yeast rescue -0.17 and SDO1 yeast rescue Rescue 24 h -0.31.
For COC(=O)c1c(-c2ccco2)csc1NC(=O)C1CC=CCC1C(=O)O (stereo unspecified) the results were SDO1 yeast rescue 0.19 and SDO1 yeast rescue Rescue 24 h -1.3.
CCCC(C)C(=O)Nc1ccncc1 (stereo unspecified) was read as INS promoter inh 8, SDO1 yeast rescue 1.8 and SDO1 yeast rescue Rescue 24 h 0.15.
CCCCNS(=O)(=O)c1ccc2nc(-c3cccs3)cc(C(=O)NCC(OC)OC)c2c1 was read as INS promoter inh -14, SDO1 yeast rescue -0.78 and SDO1 yeast rescue Rescue 24 h -0.62.
For Cc1cc(Br)ccc1OCCCCNCCO the results were INS promoter inh 54, SDO1 yeast rescue 0.96 and SDO1 yeast rescue Rescue 24 h 0.16.
For COc1ccc(Cl)c(NC(=O)Nc2c(C)n(-c3ccccc3)c(=O)n2C)c1 the results were INS promoter inh 14, SDO1 yeast rescue -0.04 and SDO1 yeast rescue Rescue 24 h -0.62.
Screening CC(C)(CCl)C(=O)Nc1ccc(C(F)(F)F)cc1 returned INS promoter inh 85*.
`O=C(Nc1nc(-c2cc3ccccc3oc2=O)cs1)c1ccc(Br)o1` gave INS promoter inh 40, SDO1 yeast rescue 0.61 and SDO1 yeast rescue Rescue 24 h 3.
`COc1ccc(CSC2=NCCN2)cc1Cl` gave INS promoter inh 32, SDO1 yeast rescue -0.64 and SDO1 yeast rescue Rescue 24 h -1.
`Cc1cccc(NC(=O)c2cnn(C)c2)c1C` gave INS promoter inh 31, SDO1 yeast rescue 0 and SDO1 yeast rescue Rescue 24 h -0.44.
O=C(CSc1cn(Cc2ccccc2)c2ccccc12)Nc1nccs1 was read as SDO1 yeast rescue -1.7 and SDO1 yeast rescue Rescue 24 h -0.99.
For Cc1nn(Cc2cccc(C(=O)N3CCCC(C)C3)c2)c(C)c1[N+](=O)[O-] (stereo unspecified) the results were INS promoter inh 25, SDO1 yeast rescue -1.2 and SDO1 yeast rescue Rescue 24 h -1.8.
`COc1cc(SC#N)ccc1N=Cc1c(C)[nH]n(-c2ccc(Cl)cc2)c1=O` gave INS promoter inh -9, SDO1 yeast rescue 0.46 and SDO1 yeast rescue Rescue 24 h 3.8.
For CCOC(=O)c1sc(NC(=O)C2CC=CCC2C(=O)O)nc1C (stereo unspecified) the results were INS promoter inh 17, SDO1 yeast rescue 2 and SDO1 yeast rescue Rescue 24 h 2.
Screening CCn1c(C)c(C2=CCN(S(=O)(=O)c3ccccc3)CC2)c2ccccc21 returned INS promoter inh -37, SDO1 yeast rescue -0.42 and SDO1 yeast rescue Rescue 24 h -0.08.
`Cc1nn(-c2ccccc2)c(Cl)c1/C=N/NC(=O)c1ccco1` gave INS promoter inh 50, SDO1 yeast rescue -0.29 and SDO1 yeast rescue Rescue 24 h -0.39.
For Cc1nnc(SCC(=O)N/N=C/c2cn(-c3ccccc3)nc2-c2ccccc2)n1-c1ccccc1 the results were INS promoter inh 0, SDO1 yeast rescue -1.2 and SDO1 yeast rescue Rescue 24 h -1.1.
Cc1ccc2nc(N3CCN(Cc4ccc(F)cc4)C3=O)c(C)cc2c1 was read as INS promoter inh 14, SDO1 yeast rescue 0.05 and SDO1 yeast rescue Rescue 24 h 0.54.
COc1cc(/C=C2\SC(=Nc3ccc(N4CCOCC4)cc3)N(C)C2=O)ccc1OC(C)C(=O)O (stereo unspecified) was read as INS promoter inh 7, SDO1 yeast rescue 0.74 and SDO1 yeast rescue Rescue 24 h 0.64.
`COc1ccc(NC(=O)CO/N=C2/CCCc3nonc32)c(OC)c1` gave INS promoter inh -7.
For Cc1ccccc1Nc1nc(N)nc(CSc2nnnn2-c2ccccc2)n1 the results were SDO1 yeast rescue -0.61 and SDO1 yeast rescue Rescue 24 h -0.81.
For CCOC(=O)C1C2C=CC3(CN(c4ccc(Cl)c(F)c4)C(=O)C13)O2 (stereo unspecified) the results were SDO1 yeast rescue 0.22 and SDO1 yeast rescue Rescue 24 h -0.24.
CCC(CC)C(=O)NCCc1cc2c(OC)ccc(OC)c2[nH]c1=O was read as INS promoter inh 0, SDO1 yeast rescue 0.11 and SDO1 yeast rescue Rescue 24 h 0.13.
CCCCc1nc2sc3c(SCC(=O)NCc4ccco4)ncnc3c2c2c1CCC2 was read as INS promoter inh 11, SDO1 yeast rescue -0.4 and SDO1 yeast rescue Rescue 24 h -0.34.
`Cc1ccc(SCCn2nc(C(=O)O)c3ccccc3c2=O)cc1` gave INS promoter inh -65.
CC(C(=O)Nc1sc2c(c1C(=O)NCc1ccco1)CCCC2)N1C(=O)c2ccccc2C1=O (stereo unspecified) was read as SDO1 yeast rescue -0.64 and SDO1 yeast rescue Rescue 24 h 0.46.
Screening COc1ccccc1N1CCN(C(=O)c2ccc(S(=O)(=O)N3CCCCC3)cc2)CC1 returned INS promoter inh 24, SDO1 yeast rescue 0.52 and SDO1 yeast rescue Rescue 24 h 0.61.
O=C(Nc1cc2c(oc1=O)CCCC2=O)c1ccc(Cl)cc1 was read as INS promoter inh 42, SDO1 yeast rescue -0.08 and SDO1 yeast rescue Rescue 24 h -0.25.
O=[N+]([O-])c1ccccc1NCCNc1ncc(C(F)(F)F)cc1Cl was read as INS promoter inh -22, SDO1 yeast rescue -1.1 and SDO1 yeast rescue Rescue 24 h -1.1.
CCOc1ccc(NC(=O)CSc2nc3ccccc3c(=O)n2CCCC(=O)NCCCN2CCCC2=O)cc1 was read as INS promoter inh 50.
For COc1ccccc1C(=O)N1CCN(C2CCN(Cc3ccccc3)CC2)CC1 the results were INS promoter inh -11, SDO1 yeast rescue 0.45 and SDO1 yeast rescue Rescue 24 h -0.08.
Screening COc1ccc(CN(Cc2cccnc2)S(=O)(=O)c2ccc(-n3cnnn3)c(C)c2)cc1OC returned SDO1 yeast rescue -0.15 and SDO1 yeast rescue Rescue 24 h -1.2.
`O=C1c2ccccc2C(Nc2ccc3c(c2)OCCO3)N1Cc1ccccc1` (stereo unspecified) gave SDO1 yeast rescue -0.42 and SDO1 yeast rescue Rescue 24 h -0.2.
Screening Cc1ccc(C)c(OCC(=O)Nc2nonc2NC(=O)COc2cc(C)ccc2C)c1 returned INS promoter inh 38, SDO1 yeast rescue -0.21 and SDO1 yeast rescue Rescue 24 h 0.18.
CCOC(=O)C[n+]1c(C)csc1C was read as INS promoter inh 38, SDO1 yeast rescue 0.4 and SDO1 yeast rescue Rescue 24 h -0.3.
O=C1NC2=C(C(=O)CCC2)C(c2ccc3ncccc3c2)N1 (stereo unspecified) was read as INS promoter inh 31, SDO1 yeast rescue 2.4 and SDO1 yeast rescue Rescue 24 h 3.4.
`O=C(c1ccccc1)c1c[nH]c(C(=O)NCCCN2CCOCC2)c1` gave INS promoter inh -2, SDO1 yeast rescue -0.86 and SDO1 yeast rescue Rescue 24 h -1.4.
CCOC(=O)N1CCN(c2ncnc3c2[nH]c2ccc(F)cc23)CC1 was read as INS promoter inh 14, SDO1 yeast rescue 0.36 and SDO1 yeast rescue Rescue 24 h -0.02.
`O=C(NCCC1=CCCCC1)C1CCN(S(=O)(=O)N2CCCC2)CC1` gave INS promoter inh 7.
For CSc1nnc(-c2sc(-c3ccccc3)nc2C)n1C the results were INS promoter inh -13, SDO1 yeast rescue 0.75 and SDO1 yeast rescue Rescue 24 h -0.75.
For C/C(CCC(=O)OC[C@H]1O[C@H](C#Cc2ccccc2)C=C[C@@H]1Oc1ccc(C)cc1)=N\OC[C@@H](O)[C@H]1O[C@@H]2OC(C)(C)O[C@@H]2[C@H]1O the results were INS promoter inh -10, SDO1 yeast rescue 0.03 and SDO1 yeast rescue Rescue 24 h 0.21.
Screening CCOc1ccc(/C(=N\O)C(C)NO)cc1 (stereo unspecified) returned INS promoter inh 43, SDO1 yeast rescue 0.31 and SDO1 yeast rescue Rescue 24 h -0.01.
Screening CCOc1ccc(NC(=O)C(=O)NCCCn2ccnc2)cc1 returned INS promoter inh 50, SDO1 yeast rescue 0.84 and SDO1 yeast rescue Rescue 24 h 1.3.
Screening O=C(COC(=O)Cc1cccc(C(F)(F)F)c1)NC1CC1 returned INS promoter inh 64.
`COc1ccc(NC(C)C(=O)Nc2ccc(C(C)(C)C)cc2)cc1Cl` (stereo unspecified) gave INS promoter inh 0, SDO1 yeast rescue -0.84 and SDO1 yeast rescue Rescue 24 h -0.74.

Arranged by formula weight (lowest first): part of the list above
Screening CCOc1ccc(/C(=N\O)C(C)NO)cc1 (stereo unspecified) returned INS promoter inh 43, SDO1 yeast rescue 0.31 and SDO1 yeast rescue Rescue 24 h -0.01.
Screening CCOc1ccc(NC(=O)C(=O)NCCCn2ccnc2)cc1 returned INS promoter inh 50, SDO1 yeast rescue 0.84 and SDO1 yeast rescue Rescue 24 h 1.3.
`COc1ccc(NC(C)C(=O)Nc2ccc(C(C)(C)C)cc2)cc1Cl` (stereo unspecified) gave INS promoter inh 0, SDO1 yeast rescue -0.84 and SDO1 yeast rescue Rescue 24 h -0.74.
